Bioassay records: PubChem, several laboratories
Redox H2O2 prof: compounds producing H2O2 with reducing agent – biochemical, NIH compound library profiling, artefact control for MLSCN library redox annotation, primary screen; activation, % at 10 µM; 0.03% of 200,000 active; AID 878; DTT-dependent redox cycling H2O2, phenol red/HRP absorbance; 100% = 100 µM peroxide control, 0% = buffer;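 active = activation of at least 50% relative to the plate's high and low controls in the primary single-dose screen; inactive = activation below 50%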;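 note: compound incubated with DTT at 0.8 mM final as the reducing agent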
Diaph inh CS: diaphorase inhibition or chemical oxidation counter-screen; inhibition, % at 20 µM; diaphorase resazurin-to-resorufin fluorescence, NADH, 16 min; bacterial (C. kluyveri) enzyme, not human; AID 1217; 0.69% of 190,000 active;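 active = primary screen inhibition at 20 µM above a set limit, cut at about 50% in these data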;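 note: plate controls were DMSO with full reaction for no effect and wells lacking NADH for full effect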
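Detection: fluorescence of resorufin formed from resazurin, Ex 544/Em 590 nm; test system: Clostridium kluyveri diaphorase enzyme; amount: 0.14 U/mL diaphorase, enzyme working solution; times: 16-min room-temperature incubation before reading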
PMI act hi M6P: activators of human phosphomannose isomerase at near-saturating mannose 6-phosphate; P34949; coupled PMI enzyme assay, resazurin fluorescence, 20 min; stronger effect = higher value; 1 = untreated enzyme, 0 = substrate-free blank; activation factor at 20 µM; 0.34% of 190,000 active;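 active = activation factor of 2 or more at 20 µM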
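Test system: human PMI in coupled enzyme assay; Input: PMI at 15 ng/mL final; Medium: HEPES buffer, pH 7.4; Schedule: 20 min incubation at room temperature; Technique: resorufin fluorescence at Ex 544/Em 590 nm; Compound: 20 µM single dose; Probe or stimulus: Near-saturating mannose-6-phosphate, 1.0 mM.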
Lmaj promast: inhibitors of Leishmania major promastigote growth; inhibition, % at 10 µM; 9% of 200,000 active; Leishmania major promastigotes, resazurin fluorescence viability;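 note: promastigotes grown with compound for 44 hours at 28 °C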
G6PDH counter: counter-screen for G6PDH assay hits: L. mesenteroides G6PDH inhibition | Purified L. mesenteroides G6PDH, diaphorase/resazurin coupled fluorescence, 45 min | inhibition, % at 5 µM | 0.12% of 200,000 active | AID 1020
TLR4 MyD88 comp: TLR4-MyD88 interaction inhibition in cells. inhibition, % at 8.4 µM. HeLa CL3-4 TLR4/MyD88 BLA complementation, FRET ratio. AID 861. 0.18% of 200,000 active; in the data active = inhibition above about 25%;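 note: 0% = vehicle and 100% = reference inhibitor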
Target sequence (O00206 whole entry, looked up): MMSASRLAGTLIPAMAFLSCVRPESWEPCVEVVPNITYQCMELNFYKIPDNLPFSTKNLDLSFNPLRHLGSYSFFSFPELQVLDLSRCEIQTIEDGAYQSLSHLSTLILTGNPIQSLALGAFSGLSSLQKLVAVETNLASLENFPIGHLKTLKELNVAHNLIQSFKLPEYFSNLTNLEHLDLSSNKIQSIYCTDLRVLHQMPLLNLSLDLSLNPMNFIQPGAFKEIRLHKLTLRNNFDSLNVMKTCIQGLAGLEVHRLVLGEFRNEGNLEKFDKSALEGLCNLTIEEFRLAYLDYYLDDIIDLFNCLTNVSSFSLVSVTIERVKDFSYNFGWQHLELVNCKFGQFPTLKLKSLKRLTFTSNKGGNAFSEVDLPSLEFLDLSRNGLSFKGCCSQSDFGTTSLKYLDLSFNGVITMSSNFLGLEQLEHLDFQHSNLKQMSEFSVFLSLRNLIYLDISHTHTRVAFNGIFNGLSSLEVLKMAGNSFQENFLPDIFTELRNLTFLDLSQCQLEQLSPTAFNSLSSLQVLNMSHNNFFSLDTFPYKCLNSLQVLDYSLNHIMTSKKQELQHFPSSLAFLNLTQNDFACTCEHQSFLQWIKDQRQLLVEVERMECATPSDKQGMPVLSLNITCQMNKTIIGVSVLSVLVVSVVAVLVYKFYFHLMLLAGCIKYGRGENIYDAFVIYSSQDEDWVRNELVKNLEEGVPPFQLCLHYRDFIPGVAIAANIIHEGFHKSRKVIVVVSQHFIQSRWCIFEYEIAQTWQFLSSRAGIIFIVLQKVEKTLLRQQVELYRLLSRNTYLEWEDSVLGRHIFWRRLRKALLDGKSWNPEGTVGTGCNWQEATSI
Target sequence (Q99836 whole entry, looked up): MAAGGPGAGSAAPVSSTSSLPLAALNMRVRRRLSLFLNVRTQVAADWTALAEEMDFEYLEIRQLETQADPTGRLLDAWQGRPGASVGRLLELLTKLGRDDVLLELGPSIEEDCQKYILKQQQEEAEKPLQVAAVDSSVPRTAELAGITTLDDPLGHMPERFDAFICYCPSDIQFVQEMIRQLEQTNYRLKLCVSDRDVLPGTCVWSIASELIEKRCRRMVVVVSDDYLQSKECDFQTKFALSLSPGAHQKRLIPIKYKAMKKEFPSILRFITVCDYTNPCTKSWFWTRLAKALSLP
RAM network inh: inhibitors of the yeast RAM network. S. cerevisiae dse1pr::URA3 reporter, 5-FOA growth OD615, 2 d; analog-sensitive cbk1-as2 kinase mutant strain. inhibition, % at 50 µM. 1.8% of 190,000 active. AID 868;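 active = inhibition above a set limit, 3 SD over mean compound inhibition, cut at about 8.4% in these data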;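 note: 0% = DMSO-only wells with no growth and 100% = 10 µM 1-NA-PP1 full growth; inhibition rescues growth on 5-FOA so higher OD means more RAM inhibition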
Diaph act CS: diaphorase activation or chemical reduction counter-screen; activation factor at 20 µM; Diaphorase/resazurin coupled assay, resorufin fluorescence, 16 min; stronger effect = higher value; 1 = vehicle wells, 0 = NADH-free wells; AID 1229; 0.005% of 190,000 active;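 active = diaphorase activity raised at least twofold by the compound at 20 µM; inactive = activation factor below 2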
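Material: purified diaphorase enzyme from Clostridium kluyveri / Medium: HEPES pH 7.4 buffer with MgCl2 and Tween 20 / Schedule: enzyme reaction of 16 min at room temperature / Measured by: resorufin fluorescence, excitation 544 nm, emission 590 nm / Evaluation: rise in resorufin formation, marking diaphorase activation or chemical reduction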
Hsp70 act: transcriptional activators of Hsp70; HeLa Hsp70 promoter luciferase reporter, luminescence; scaled: vehicle 0, proteasome-inhibitor control 100%; activation, % at 10 µM; 0.04% of 200,000 active; AID 1203;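 active = activation above the mean across all tested compounds plus 3 SD, cutoff set per campaign, cut at about 5.5% in these data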;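 note: 100% = MG132 at 30 µM as the positive control and 0% = DMSO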
PMI activator: activators of human phosphomannose isomerase; 0.005% of 190,000 active; AID 1214; purified human PMI, coupled resazurin fluorescence, 20 min; stronger effect = higher value; 1 = vehicle control, 0 substrate-free wells; activation factor at 20 µM; P34949;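 active = activation factor of 2 or more at 20 µM, relative to plate controls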
S1P3 antagonist: antagonists of human S1P3 receptor; CHO S1P3 NFAT-BLA reporter, FRET fluorescence, antagonist mode; Q99500; inhibition, % at 4.98 µM; 0.27% of 170,000 active;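 active = inhibition above the plate cutoff, the mean inhibition of test wells on that plate plus 3 SD, cut at about 28% in these data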;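 note: cells challenged with S1P at its EC80 of 0.8 µM; blue over green emission ratio from cleaved BLA substrate after 4 h stimulation; 0% = S1P-stimulated wells and 100% = unstimulated DMSO-only wells; some compounds past the cut are filed as inactive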
An asterisk follows results filed as active; & = joins results of further samples. Cut-off read from the data, not from the text of the source, unless noted: active = inhibition above about 50%; inactive = the rest.

What do the screens show for `CCCCN(CC)CCCNC(=S)Nc1ccc2nc(N3CCN(C)CC3)cc(C)c2c1`?
Redox H2O2 prof: -1.9; Diaph inh CS: -44; PMI act hi M6P: 0.9; Lmaj promast: 56*; G6PDH counter: -5; TLR4 MyD88 comp: 10; RAM network inh: 0.1; Diaph act CS: 1.4; Hsp70 act: -0.3; PMI activator: 1.1; S1P3 antagonist: 9

Results for O=C(CSc1nnc(CNC(=O)c2cccs2)o1)Nc1ccc2c(c1)OCO2 ?
Redox H2O2 prof: -0.8; Diaph inh CS: 14; PMI act hi M6P: 1; Lmaj promast: -5; G6PDH counter: 5; TLR4 MyD88 comp: 15; RAM network inh: -0.7; Diaph act CS: 0.9; Hsp70 act: -0.2; PMI activator: 1

Results for Cc1cc(S(=O)(=O)N2CCCC2)ccc1OCC(=O)NCc1ccco1 ?
Redox H2O2 prof: -0.7; Diaph inh CS: 10; PMI act hi M6P: 1.1; Lmaj promast: -6; G6PDH counter: 15; TLR4 MyD88 comp: -9; RAM network inh: -0.9; Diaph act CS: 0.9; Hsp70 act: -0.4; PMI activator: 0.9; S1P3 antagonist: -20

Results for O=C(NC1CCCCC1)N1CCN(c2ncccn2)CC1 ?
Redox H2O2 prof: 0.1; Diaph inh CS: 4; PMI act hi M6P: 0.9; Lmaj promast: -4; G6PDH counter: 4; TLR4 MyD88 comp: 10; RAM network inh: -0.7; Diaph act CS: 1; Hsp70 act: 0.1; PMI activator: 1

How did COCc1cc(C)nc(SCC(=O)Nc2cc3c(cc2C#N)OCO3)c1C#N do in these assays?
Redox H2O2 prof: -1.1; Diaph inh CS: 16; PMI act hi M6P: 0.9; Lmaj promast: -6; G6PDH counter: 6; TLR4 MyD88 comp: 20; RAM network inh: 1.9; Diaph act CS: 0.8; Hsp70 act: 0.0; PMI activator: 1; S1P3 antagonist: 16

What do the screens show for `CCCN(CCC)S(=O)(=O)c1ccc(NC(=O)COc2ccccc2)cc1`?
Redox H2O2 prof: 0.0; Diaph inh CS: 22; PMI act hi M6P: 0.8; Lmaj promast: 98*; G6PDH counter: 0; TLR4 MyD88 comp: -4; RAM network inh: 0.1; Diaph act CS: 0.8; Hsp70 act: 0.0; PMI activator: 0.8

What do the screens show for `COc1ccc(CCC(=O)NCc2cn3ccc(C)cc3n2)cc1`?
Redox H2O2 prof: 0.5; Diaph inh CS: 0; PMI act hi M6P: 1; Lmaj promast: -4; G6PDH counter: 13; TLR4 MyD88 comp: -7; RAM network inh: 0.0; Diaph act CS: 1; Hsp70 act: 0.0; PMI activator: 1; S1P3 antagonist: -2

Results for O=S(=O)(NC1CCc2ccccc21)c1ccc(S(=O)(=O)N2CCCC2)cc1 (stereo not drawn) ?
Redox H2O2 prof: -0.9; Diaph inh CS: 11; PMI act hi M6P: 1; Lmaj promast: 72*; G6PDH counter: -2; TLR4 MyD88 comp: 2; RAM network inh: 2.1; Diaph act CS: 0.9; Hsp70 act: -0.1; PMI activator: 0.9; S1P3 antagonist: -2

Results for Cn1c(SCC(=O)Nc2ccc(NC(=O)c3cccs3)cc2)nnc1-c1ccncc1 ?
Redox H2O2 prof: 1.2; Diaph inh CS: 14; PMI act hi M6P: 1.1; Lmaj promast: -6; G6PDH counter: 1; TLR4 MyD88 comp: 2; RAM network inh: 5.5; Diaph act CS: 0.9; Hsp70 act: -0.1; PMI activator: 1.2

How did Cc1nnc(NC(=O)c2c(-c3ccccc3)noc2C)s1 do in these assays?
Redox H2O2 prof: 2.1; Diaph inh CS: 10; PMI act hi M6P: 1; Lmaj promast: -3; G6PDH counter: 12; TLR4 MyD88 comp: -4; RAM network inh: 1.1; Diaph act CS: 0.9; Hsp70 act: -0.4; PMI activator: 1

Results for CCOC(=O)NC(=O)c1cn(CCN(C)C)c(=O)[nH]c1=O ?
Redox H2O2 prof: -0.9; Diaph inh CS: 6; PMI act hi M6P: 1; Lmaj promast: -5; G6PDH counter: 3; TLR4 MyD88 comp: 13; RAM network inh: 0.9; Diaph act CS: 0.9; Hsp70 act: -0.1; PMI activator: 1; S1P3 antagonist: -5

What do the screens show for `Cc1ccc(Oc2ccc(C(=O)NC3CCSC3=O)cn2)cc1` (stereo not drawn)?
Redox H2O2 prof: 0.4; Diaph inh CS: 8; PMI act hi M6P: 1; Lmaj promast: -5; G6PDH counter: 8; TLR4 MyD88 comp: -10; RAM network inh: 0.5; Diaph act CS: 0.9; Hsp70 act: -0.3; PMI activator: 1

What do the screens show for `COc1cc(OC)cc(OCC(O)Cn2cnc3cc(C)c(C)cc32)c1` (stereo not drawn)?
Redox H2O2 prof: -1.0; Diaph inh CS: 8; PMI act hi M6P: 1; Lmaj promast: 4; G6PDH counter: 10; TLR4 MyD88 comp: 4; RAM network inh: -0.2; Diaph act CS: 0.9; Hsp70 act: -0.1; PMI activator: 0.9; S1P3 antagonist: -2

Results for O=[N+]([O-])c1ccc(N/N=C\c2ccccc2OCc2ccccc2)cc1 ?
Redox H2O2 prof: 2.7; Diaph inh CS: 24; PMI act hi M6P: 0.9; Lmaj promast: 53*; G6PDH counter: 1; TLR4 MyD88 comp: 28*; RAM network inh: 5.4; Diaph act CS: 0.8; Hsp70 act: -0.1; PMI activator: 0.9; S1P3 antagonist: 1

What do the screens show for `CCOc1ccc(S(=O)(=O)Nc2ccccc2SC)c2cccnc12`?
Redox H2O2 prof: -5.2; Diaph inh CS: 7; PMI act hi M6P: 1; Lmaj promast: 6; G6PDH counter: 11; TLR4 MyD88 comp: 3; RAM network inh: 0.3; Diaph act CS: 0.9; Hsp70 act: 0.2; PMI activator: 1.1; S1P3 antagonist: -29

Results for Cc1ccc(NS(=O)(=O)c2ccc3c(c2)CCC(=O)N3)cc1C ?
Redox H2O2 prof: -2.2; Diaph inh CS: 9; PMI act hi M6P: 1; Lmaj promast: 3; G6PDH counter: 0; TLR4 MyD88 comp: 1; RAM network inh: 1.0; Diaph act CS: 0.9; Hsp70 act: -0.2; PMI activator: 1; S1P3 antagonist: -16

Results for CCOc1ccc(N(C(=O)Cn2nnc3ccccc32)C(C(=O)NC(C)(C)CC)c2cccn2C)cc1 (stereo not drawn) ?
Redox H2O2 prof: 4.5; Diaph inh CS: 14; PMI act hi M6P: 0.9; Lmaj promast: 23; G6PDH counter: 4; TLR4 MyD88 comp: -11; RAM network inh: 2.3; Diaph act CS: 0.9; Hsp70 act: -0.2; PMI activator: 0.9

Results for Cc1nn(Cc2ccccc2)c(Cl)c1/C=C1\NC(=S)NC1=O ?
Redox H2O2 prof: 0.4; Diaph inh CS: 18; PMI act hi M6P: 1; Lmaj promast: 2; G6PDH counter: -9; TLR4 MyD88 comp: 0; RAM network inh: 2.3; Diaph act CS: 0.8; Hsp70 act: -0.3; PMI activator: 0.9; S1P3 antagonist: -6

What do the screens show for `Cc1cccc(OCC(=O)N/N=C/c2ccc3c(c2)OCO3)c1`?
Redox H2O2 prof: 0.1; Diaph inh CS: 9; PMI act hi M6P: 1; Lmaj promast: -4; G6PDH counter: 6; TLR4 MyD88 comp: -8; RAM network inh: 3.4; Diaph act CS: 0.9; Hsp70 act: -0.2; PMI activator: 1; S1P3 antagonist: -2

How did CCOC(=O)C(C(=O)Nc1ccccc1C)C1CCCCC1 (stereo not drawn) do in these assays?
Redox H2O2 prof: 0.2; Diaph inh CS: 6; PMI act hi M6P: 1; Lmaj promast: 1; G6PDH counter: 4; TLR4 MyD88 comp: -13; RAM network inh: 1.2; Diaph act CS: 0.9; Hsp70 act: -0.1; PMI activator: 1.1

What do the screens show for `CCOC(=O)C1CCCN(CCCc2ccccc2)C1` (stereo not drawn)?
Redox H2O2 prof: -1.1&0.6; Diaph inh CS: -3&12; PMI act hi M6P: 1.1&1.2; Lmaj promast: 51*; G6PDH counter: 10&0; TLR4 MyD88 comp: 16&-2; RAM network inh: 0.1&1.5; Diaph act CS: 1&0.9; Hsp70 act: -0.3&0.3; PMI activator: 1.1&1.1; S1P3 antagonist: -7

How did Cc1cccc(OC(=O)NCCOC(=O)N(O)c2ccc(Cl)cc2)c1 do in these assays?
Redox H2O2 prof: -0.4; Diaph inh CS: 17; PMI act hi M6P: 0.9; Lmaj promast: -5; G6PDH counter: -6; TLR4 MyD88 comp: -15; RAM network inh: 4.7; Diaph act CS: 0.8; Hsp70 act: -0.2; PMI activator: 0.8; S1P3 antagonist: 3

How did COc1ccc(C)cc1N(CC(=O)Nc1ccc2c(c1)OCCO2)S(C)(=O)=O do in these assays?
Redox H2O2 prof: 0.2; Diaph inh CS: -10; PMI act hi M6P: 1; Lmaj promast: 11; G6PDH counter: 8; TLR4 MyD88 comp: -3; RAM network inh: 1.5; Diaph act CS: 1.1; Hsp70 act: -0.1; PMI activator: 1; S1P3 antagonist: -3

Results for O=c1oc(-c2cccs2)nc2c1cnn2-c1ccccc1 ?
Redox H2O2 prof: -2.7; Diaph inh CS: 9; PMI act hi M6P: 1; Lmaj promast: -12; G6PDH counter: -3; TLR4 MyD88 comp: 9; RAM network inh: 4.1; Diaph act CS: 0.9; Hsp70 act: -0.3; PMI activator: 1; S1P3 antagonist: -27

What do the screens show for `CC1=CC(c2ccccc2)=Nc2ccc(C)cc2N1`?
Redox H2O2 prof: -0.1; Diaph inh CS: 13; PMI act hi M6P: 0.9; Lmaj promast: -5; G6PDH counter: 6; TLR4 MyD88 comp: -3; RAM network inh: 0.9; Diaph act CS: 0.9; Hsp70 act: -0.2; PMI activator: 1.2; S1P3 antagonist: 11

How did Clc1ccccc1-c1nnc(CNC2CC2)o1 do in these assays?
Redox H2O2 prof: -1.5; Diaph inh CS: 9; PMI act hi M6P: 0.9; Lmaj promast: -6; G6PDH counter: -2; TLR4 MyD88 comp: -6; RAM network inh: 1.9; Diaph act CS: 0.9; Hsp70 act: 0.1; PMI activator: 0.7; S1P3 antagonist: -3

What do the screens show for `CCCCCOC(=O)CC(C(=O)OCCCCC)N1CCCCC1` (stereo not drawn)?
Redox H2O2 prof: 0.4; Diaph inh CS: -4; PMI act hi M6P: 1.2; Lmaj promast: 0; G6PDH counter: 8; TLR4 MyD88 comp: -2; RAM network inh: -2.0; Diaph act CS: 1; Hsp70 act: -0.5; PMI activator: 1.2
